# HGIII-sPLA2 inh = human group III sPLA2 inhibitors, primary screen, biochemical, QFRET, BODIPY PC-A2 liposome substrate; Group 3 secretory phospholipase A2 (Homo sapiens), Q9NZ20; QFRET BODIPY PC-A2 liposome hydrolysis, fluorescence; inhibition, % at 12.2 µM; 370,000 compounds, 0.56% hits; AID 743126, 2013;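 active = inhibition above mean plus 3 SD of compounds lying within the high and low control bounds, cut at about 19% in these data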;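 also: 0% = median of test compound wells and 100% = no enzyme DMSO wells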
# Tn7 DDE FP = inhibitors of Tn7 peptide binding to fibrin DD(E), primary screen, biochemical, fluorescence polarization, human fibrin, Tn7 probe | Fibrinogen beta chain (Homo sapiens), P02675 | FP displacement of FITC-Tn7 peptide from fibrin DD(E); 0% = median of compound wells per plate | inhibition, % at 8.3 µM | 370,000 compounds, 0.13% hits;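 active = inhibition above the mean of compounds falling within the control limits plus 3 SD of them, cut at about 14% in these data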;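 also: 0% = plate median of compound wells and 100% = 10 µM Aha-Tn7 peptide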
# Target sequence (P02675 whole entry, looked up): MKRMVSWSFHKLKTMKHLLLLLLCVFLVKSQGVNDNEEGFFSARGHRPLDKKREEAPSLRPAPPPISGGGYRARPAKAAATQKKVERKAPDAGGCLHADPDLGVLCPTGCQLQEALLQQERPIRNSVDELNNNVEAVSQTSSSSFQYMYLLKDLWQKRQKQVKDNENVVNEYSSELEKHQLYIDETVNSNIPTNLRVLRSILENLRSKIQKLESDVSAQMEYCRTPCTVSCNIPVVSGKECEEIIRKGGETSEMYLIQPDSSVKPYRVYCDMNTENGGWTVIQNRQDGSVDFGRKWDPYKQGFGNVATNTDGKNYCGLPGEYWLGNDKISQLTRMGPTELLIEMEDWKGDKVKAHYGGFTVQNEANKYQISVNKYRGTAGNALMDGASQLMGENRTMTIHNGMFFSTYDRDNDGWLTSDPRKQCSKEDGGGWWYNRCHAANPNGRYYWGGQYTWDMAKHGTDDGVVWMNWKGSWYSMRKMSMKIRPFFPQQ
#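 Assay system: Fibrin-DD(E) protein isolated from polymerized human fibrin clots; read-out basis: percent inhibition; medium: Tris/NaCl/CaCl2 buffer, pH 7.8; signal: FP measurement; incubation: 10 min plus 3 h, room temperature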
# ARFGAP1 inhibitor = inhibitors of rat ARFGAP1 GAP activity, primary screen, biochemical, fluorescence polarization, GDP tracer; Arfgap1-stimulated ARF1 GTP hydrolysis, GDP FP detection; inhibition, % at 16.5 µM; 360,000 compounds, 0.26% hits; ADP-ribosylation factor GTPase-activating protein 1 (Rattus norvegicus), Q62848;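 active = inhibition above a per-plate limit, mean inhibition of low control wells plus 3 SD, cut at about 25% in these data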;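 also: 0% = DMSO wells with enzyme and 100% = wells lacking Arfgap1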
# Target sequence (Q62848 1-136 limits assumed): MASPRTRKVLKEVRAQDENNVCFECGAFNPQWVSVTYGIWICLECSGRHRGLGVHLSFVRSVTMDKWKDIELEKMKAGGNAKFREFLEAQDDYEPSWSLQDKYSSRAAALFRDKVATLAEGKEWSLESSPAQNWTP
#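 system = rat Arfgap1 catalytic domain, aa 1-136 | technique = FP, GDP Alexa 633 tracer displaced from anti-GDP antibody, 620/688 nm | compound = one concentration, 16.5 µM, DMSO 1.26% | medium = HEPES-based buffer, pH 7.5 | timing = compound-enzyme preincubation 20 min, reaction 120 min, detection 60 min, 25 °C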
# PLCg1 inh = PLC-gamma1 enzyme inhibitors, primary screen, biochemical, fluorescence, purified enzyme; 1-phosphatidylinositol 4,5-bisphosphate phosphodiesterase gamma-1 (Homo sapiens), P19174; fluorogenic substrate; inhibition, % at 12.2 µM; 370,000 compounds, 0.84% hits; AID 720700, 2013; in the data active = inhibition above about 9.5%
# ASAP1 GAP inh = inhibitors of human ASAP1 ArfGAP activity, primary screen, biochemical, fluorescence polarization. ASAP1-stimulated ARF1 GTP hydrolysis, GDP FP detection. inhibition, % at 16.5 µM. 360,000 compounds, 0.19% hits; in the data active = inhibition above about 25%;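 also: 0% = vehicle with enzyme and substrate and 100% = no enzyme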
# Target sequence (Q9ULH1 325-724 limits assumed): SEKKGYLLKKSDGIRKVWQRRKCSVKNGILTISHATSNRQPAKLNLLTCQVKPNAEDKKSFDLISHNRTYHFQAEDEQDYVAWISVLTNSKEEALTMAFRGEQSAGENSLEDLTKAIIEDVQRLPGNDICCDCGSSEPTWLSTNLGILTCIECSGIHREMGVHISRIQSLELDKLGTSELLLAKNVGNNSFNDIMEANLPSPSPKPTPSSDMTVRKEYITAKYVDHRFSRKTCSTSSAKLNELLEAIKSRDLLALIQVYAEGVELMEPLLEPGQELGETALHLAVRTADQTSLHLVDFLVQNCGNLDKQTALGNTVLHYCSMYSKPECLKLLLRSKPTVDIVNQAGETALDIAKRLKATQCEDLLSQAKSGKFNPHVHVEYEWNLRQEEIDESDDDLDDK
# NR1D1 modulator = modulators of Rev-erb alpha DNA binding, primary screen, biochemical, FITC-DNA, fluorescence polarization, uHTS | Nuclear receptor subfamily 1 group D member 1 (Homo sapiens), P20393 | Rev-erbα–FITC-DNA binding, 90 min | activity, % at 10 µM | 370,000 compounds, 0.79% hits;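 active = activity above about 14%, limit read from the data; passing the limit was not always enough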;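 also: 0% = DMSO wells with 35 nM protein and 100% = DMSO wells with 750 nM protein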
# UHRF1 binding = UHRF1 methylated DNA binding inhibitors, primary screen, counter-screen for MBD2 inhibitor project, biochemical, TR-FRET, human UHRF1, single concentration; E3 ubiquitin-protein ligase UHRF1 (Homo sapiens), Q96T88; UHRF1 binding to methylated oligo; inhibition, % at 4.4 µM; 370,000 compounds, 0.75% hits; AID 687016, 2013; in the data active = inhibition above about 21%;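 also: UHRF1 SRA domain binding a hemimethylated CpG hairpin DNA probe; 0% = median of test compound wells and 100% = reference inhibitor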
# DDE Tn6 FP inh = inhibitors of Tn6 peptide binding to fibrin DD(E), primary screen, biochemical, fluorescence polarization, human fibrin, Tn6 probe. Fibrinogen beta chain (Homo sapiens), P02675. Fibrin DD(E) TRITC-Tn6 fluorescence polarization displacement. inhibition, % at 8.3 µM. 370,000 compounds, 0.21% hits. AID 720509, 2013;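 active = inhibition above a per-campaign cutoff: mean of compounds within control limits plus 3 SD, cut at about 15% in these data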;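 also: 0% = median of all compound wells on the plate and 100% = blocking peptide control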
# PLCb3 inh = human PLC-beta3 inhibitors, primary screen, biochemical, fluorescence; Purified PLC-beta3, fluorogenic substrate; AID 720704, 2013; inhibition, % at 12.2 µM; 1-phosphatidylinositol 4,5-bisphosphate phosphodiesterase beta-3 (Homo sapiens), Q01970; 370,000 compounds, 0.18% hits; in the data active = inhibition above about 11%;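 also: 0% = median of compound wells on plate and 100% = full blocker control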
# KLK7 zymogen act = proKLK7 zymogen activators, primary screen, biochemical, fluorescence intensity | Kallikrein-7 (Homo sapiens), P49862 | purified proKLK7, EDANS-DABCYL substrate fluorescence; 100% is mature enzyme control, 0% vehicle | activation, % at 7 µM | 370,000 compounds, 0.9% hits;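 active = activation above the mean of all tested compounds plus 3 SD, computed per campaign excluding outliers beyond control limits, cut at about 13% in these data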
# * hit, by the source's call; i = inactive; nt = no result given.
SMILES,HGIII-sPLA2 inh,Tn7 DDE FP,ARFGAP1 inhibitor,PLCg1 inh,ASAP1 GAP inh,NR1D1 modulator,UHRF1 binding,DDE Tn6 FP inh,PLCb3 inh,KLK7 zymogen act
COc1ccc(CCNC(=O)c2coc(=O)c(Br)c2)cc1,-1,3,-15,-119,-3,-3,0,0,-151,12
CN(Cc1ccc(C(C)(C)C)cc1)Cc1cccc2ccccc12,6,5,nt,3,nt,0,2,6,0,-0.2
O=C(CN1C(=O)c2ccccc2S1(=O)=O)NCCc1ccccc1,10,2,3,2,-4,3,-1,-3,-13,-0.1
O=C(NCc1ccc(-c2nc3ccccc3s2)cc1)c1ccc(Br)o1,5,2,-2,-1,14,21*,0,7,-1,0.2
CC(C)(C)N(Cc1ccccc1)C(=O)COC(=O)C1=NN(c2ccccc2)C(=O)CC1,-4,-1,14,-2,1,-4,-2,-3,-4,-0.1
COc1cc(NC(=O)c2ccc(S(=O)(=O)N(C)c3ccccc3)cc2)cc(OC)c1,-13,-5,18,0,13,-2,0,-2,0,0.1
Cc1cc(C)c2c(N)c(C(=O)Nc3nccs3)sc2n1,7,-3,3,i,-2,-1,-9,4,i,120*
COc1ccc(-c2nc3c(s2)CCc2onc(-c4ccc(OC)cc4)c2-3)cc1,10,0,5,2,-9,4,-2,1,1,0.3
CC1=C(C(=O)NC(C)c2ccc3c(c2)OCCO3)C2(CCC(C)CC2)OC1=O (centres undefined),-3,-1,-8,0,8,-1,0,2,0,0.1
CCCCOc1ccc(-c2ncc(C(=O)OCC)c(N)n2)cc1,1,2,5,1,-2,3,0,-2,-4,-0.8
CC(C)N(c1ccccc1)c1ccc(NC(=S)NCCN(C)C)cc1,1,-4,0,0,0,1,-1,3,-2,1.4
CCOC(=O)N1CCN(C(=O)c2ccc(CN(c3ccc(C)c(C)c3)S(C)(=O)=O)cc2)CC1,-2,1,-12,-3,5,-7,2,2,1,0.7
CC(=O)Nc1ccc(S(=O)(=O)NCCC(=O)NC2CCCCCC2)cc1,4,7,-15,-3,-9,-2,-2,2,-7,-0.1
Cc1ccc(-c2cc(C(F)(F)F)n3nc(C(=O)Nc4c(C)n(C)n(-c5ccccc5)c4=O)cc3n2)cc1,-4,3,8,1,0,-5,3,-4,-2,0.8
O=C1C=C(NCc2ccco2)CCC1,-2,4,3,-43,-13,3,-2,-4,-40,1.6
COc1ccc(S(=O)(=O)N2CCCCC2)cc1NC(=O)c1cccc(S(=O)(=O)N2CC(C)OC(C)C2)c1 (centres undefined),1,7,6,5,-2,0,3,-7,-8,0.4
CN(C(=O)CCS(=O)(=O)c1ccc2c(c1)oc(=O)n2C)C1CCCCC1,5,3,-10,14*,5,-2,-1,4,-4,-0.3
CC(C)(CO)N1CCN(C(=S)Nc2ccccc2)CC1,3,4,-5,-1,4,5,1,-4,-4,-0.5
Cc1cc(=O)oc2cc(OCC(=O)NC3CCN(Cc4ccccc4)CC3)c(Cl)cc12,-2,2,11,2,-6,3,-1,8,-9,-0.4
COc1ccc(C=C2SC(=S)N(CCCN3CCOCC3)C2=O)c(OC)c1,-8,5,-6,-12,9,2,-12,5,-17,-0.4

# Next section, overlapping the part above by 2 compounds.
SMILES,HGIII-sPLA2 inh,Tn7 DDE FP,ARFGAP1 inhibitor,PLCg1 inh,ASAP1 GAP inh,NR1D1 modulator,UHRF1 binding,DDE Tn6 FP inh,PLCb3 inh,KLK7 zymogen act
Cc1cc(=O)oc2cc(OCC(=O)NC3CCN(Cc4ccccc4)CC3)c(Cl)cc12,-2,2,11,2,-6,3,-1,8,-9,-0.4
COc1ccc(C=C2SC(=S)N(CCCN3CCOCC3)C2=O)c(OC)c1,-8,5,-6,-12,9,2,-12,5,-17,-0.4
O=C(CN(CC1CCCO1)C(=O)CNS(=O)(=O)c1ccc(Cl)cc1)NCC1CCCO1 (centres undefined),5,2,-12,0,-9,-1,-3,3,5,0.1
Cc1ccc(-c2nn(-c3ccccc3)cc2/C=N/NC(=O)c2ccc(Br)o2)cc1,4,-4,-5,9,4,-1,5,1,8,0.0
CCN(CC)C(=O)CSc1nc2ccccc2c(=O)n1-c1ccccc1OC,2,2,1,-1,-2,2,-3,-11,2,-0.2
COc1ccc(C(=O)NCc2nnc(SCC(=O)N3CCc4ccccc43)n2Cc2ccccc2)cc1,4,3,4,-2,0,-1,4,-7,-1,-0.5
CCC(C(=O)Nc1cccc(S(=O)(=O)N(C)c2ccccc2)c1)c1ccccc1 (centres undefined),-15,-4,-4,1,-7,-14,1,-8,0,0.1
CCOC(=O)C1CCN(C(=O)c2ccc3c(c2)OCO3)CC1,3,3,8,-1,10,-2,3,1,1,0.8
CCCCCCCCCCn1ccc(=N)cc1,11,1,9,-1,0,2,2,-8,-8,0.1
CCOc1ccc(C(=O)NCC(=O)OCC(=O)N(C)CC(=O)Nc2ccccc2CC)cc1OCC,-1,-3,-2,-2,-8,-1,1,-2,-2,-0.2
CCN(C[C@H]1N[C@@](C)(C(=O)OC)[C@H]2C(=O)N(C)C(=O)[C@@H]12)C(=O)c1ccccc1,13,-1,3,-3,-6,-1,3,2,-4,-0.6
Cc1cc(C)c2c(n1)nn1c(N3CCN(c4ccccc4)CC3)cc(C)nc21,1,-2,6,-21,3,40*,3,-1,-29,0.7
Cc1c(CC(=O)N[C@@H](C)C(=O)O)c(=O)oc2cc3occ(-c4ccccc4)c3cc12,-11,-2,-1,-105,3,7,-3,8,-125,2.0
Cc1nc(-c2c(C(F)(F)F)noc2-c2ccc(O)cc2O)cs1,-15,-1,3,-1,1,1,2,-10,-4,-0.4
CCCCNc1ccc(C(CC(N)=O)NC(=O)c2ccccc2)cc1[N+](=O)[O-] (centres undefined),5,2,-10,1,12,2,1,8,3,0.0
COc1cccc(N(C(=O)c2ccco2)c2nc(-c3sc(NC(=O)c4ccco4)nc3C)cs2)c1,-10,-7,12,-22,2,2,2,-4,-46,13
CCOc1cc(/C=N/NC(=O)c2ccc3c(c2)OCCO3)cc(Br)c1O,7,2,-1,-474,3,-1,3,-13,i,0.0
CC(=O)c1ccc([C@@H]2C[C@]34CN(Cc5cccc(C(F)(F)F)c5)S(=O)(=O)[C@H]3C[C@H]2O4)cc1,-16,2,10,1,10,-7,-3,-9,1,-0.5
O=C(COc1ccc([N+](=O)[O-])cc1)Nc1cccnc1,-1,-5,-3,1,-2,-1,-2,2,-4,0.1
Cc1cc2ncc(C(=O)Nc3ccccc3)c(C)n2n1,-2,8,6,-7,-1,-3,1,11,-7,0.2
O=C(NCc1ccccc1)NC1(C(=O)Nc2ccc3c(c2)OCCO3)CCCCC1,-2,-3,1,0,-11,3,1,-5,-1,-0.7
Cc1ccc(CNC(=O)C2CCN(S(=O)(=O)c3ccc4c(c3)CC(C)N4C(=O)C3CC3)CC2)cc1 (centres undefined),-12,5,0,-1,-6,3,0,5,-6,0.1
COc1ccc(CN2C/C(=C/C3=CCCCC3)N(C(=O)OCc3ccccc3)C2=N)c(OC)c1,-1,-8,nt,-4,nt,2,-3,-1,-2,1.1
CN(C(=O)c1ccccc1OCc1ccc(Cl)cc1)c1ccccc1,-4,1,4,-2,-3,8,0,2,-9,-0.1
Cc1cc(=O)c(C(=O)Nc2cccc(C(=O)NC3CC3)c2)nn1-c1ccccc1,1,0,-13,-2,-18,10,-1,1,2,-0.4
CCOC(=O)c1cc2c(nc1NC(=S)NCc1ccccc1)CCCC2,3,-10,8,-2,-9,38*,-2,1,1,0.0
Oc1ccccc1CNc1nc2ccccc2n1CCN1CCCCC1,-9,-4,5,1,-2,0,0,-5,1,-0.2
Cc1c(C(=O)NCc2cccs2)oc2ccc(S(=O)(=O)N3CCOCC3)cc12,-7,-3,-13,1,8,-3,1,-9,-1,0.5
CCOc1ccc(CCNC(=O)COC(=O)CSc2ccc(C)cc2)cc1OCC,-16,1,8,-2,15,-3,-3,5,0,0.5
COC(=O)c1sccc1NC(=O)CSc1ccccc1NS(=O)(=O)c1ccc(Br)cc1,-77,-3,10,3,-7,4,7,-12,-2,1.1
CC(NC(=O)CN(c1ccc(Br)cc1)S(C)(=O)=O)c1ccccc1 (centres undefined),-1,1,-2,3,-4,-1,-1,3,-1,0.8
COc1cccc(/C=C2/SC(=S)N(CCCC(=O)Nc3ccc(O)cc3)C2=O)c1,-36,-1,16,0,2,6,-1,-1,-8,0.1
CCN(CC)CC(C(=O)N(CC)CC)P(=O)(c1ccccc1)c1ccccc1 (centres undefined),12,7,3,-4,-16,2,1,12,2,0.1
Cn1nc(C(=O)Nc2cccc(S(N)(=O)=O)c2)c2ccccc2c1=O,-4,2,-6,1,9,4,7,-2,-8,4.1
CSc1nc(S(C)(=O)=O)nc2[nH]c(=O)[nH]c12,12,7,0,-5,2,10,0,3,-2,0.3
CCOc1ccccc1NC(=O)CN1CCN(Cc2ccccc2)CC1,-2,-3,-7,1,-8,-2,0,3,0,0.1
CCn1c(O)c(N=NC(=O)CNC(=O)/C=C/c2ccco2)c2ccccc21,7,8,5,5,-6,0,-2,-1,0,-0.6
COc1cccc(C(=O)NNC(=O)C(=O)Nc2ccc(C)cc2)c1,1,1,6,0,11,2,-2,-2,-4,0.4
COCCN1CCc2c(C)nc3c(-c4ccc(OC)c(OC)c4)cnn3c21,10,-2,2,-50,-2,1,4,-8,-71,1.0
O=C(NCc1ccccc1)C(=O)NCC1OCCN1C(=O)c1cccs1 (centres undefined),-1,2,4,2,-1,-1,0,1,0,-0.6
CC(=O)Oc1ccccc1C1OCCN1C(C)=O (centres undefined),3,-3,10,6,6,1,0,5,3,0.2
CC(=O)c1ccc(OCC(O)CN2CCN(CCO)CC2)cc1 (centres undefined),2,-2,-2,1,10,-1,2,1,3,-0.1
